# Bioassay records as filed in PubChem.
# Cycloheximide cs: Cycloheximide Counterscreen for Small Molecule Inhibitors of Shiga Toxin | max response, % | AID 2314, 2010 | cell reporter, cycloheximide protein synthesis inhibition counterscreen | hit rate 12% among 300,000; in the data active = max response mostly above about 13%, no sharp cut-off; inactive = mostly below about 14%; also: read at 38.3 µM for the half of the compounds with a filed dose; 0% is about no effect
# Pf growth 48h: Primary qHTS for delayed death inhibitors of the malarial parasite plastid, 48 hour incubation; P. falciparum luciferase growth in erythrocytes, 48 h; Potency, µM (doses to about 28.7 µM), without a hit: at the top dose activity change, negative = inhibition, actives largely listed as inhibitors; hit rate 5.9% among 310,000; also: potency is read from the fitted curve at half-maximal effect; % is scaled to controls: 0 for no effect and ±100 for the full control effect
#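 First compound was added to culture medium, then infected red cells at 0.1% parasitemia and 2% hematocrit (final). After incubation at 37 C under 5% CO2, luciferase detection reagent was dispensed and light output recorded.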
# HCV inhibitor: qHTS Assay for Inhibitors of Hepatitis C Virus (HCV); AID 651820, 2012; Huh7.5.1 HCVcc-Cre infection, luciferase reporter, 44 h; hit rate 3.4% among 340,000; Potency, µM (titrated, usually from 41.8 µM), for inactives: at the top dose activity change, negative = inhibition, actives largely listed as inhibitors; also: potency is read from the fitted curve at half-maximal effect; % is scaled to controls: 0 for no effect and ±100 for the full control effect
#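 A cell-based infection assay in which seeded cells (1,000 per well) receive test compound after 4 h, are inoculated with HCVcc-Cre at approximately 0.5 moi, and are incubated 44 h before luminescence detection.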
# Shiga inhibitor: A qHTS for Small Molecule Inhibitors of Shiga Toxin; Vero cells, Shiga toxin protein synthesis inhibition reporter; inhibition, % at 38.7 µM; hit rate 9.2% among 290,000; in the data active = inhibition mostly above about 28%, no sharp cut-off; inactive = mostly below about 43%; also: 0% is about no effect
# Pf growth 96h: Primary qHTS for delayed death inhibitors of the malarial parasite plastid, 96 hour incubation; Potency, µM (doses to about 28.7 µM), inactives show top-dose activity change, negative = inhibition, actives largely listed as inhibitors; AID 504834, 2011; hit rate 6.9% among 320,000; P. falciparum luciferase reporter growth, 96 h; also: potency is read from the fitted curve at half-maximal effect; % is scaled to controls: 0 for no effect and ±100 for the full control effect
#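 Delayed-death screen, second-generation endpoint: infected erythrocytes, 2% hematocrit, 0.05% parasitemia final; 96 hours at 37 C, 5% CO2; luciferase detection reagent; luminescence decrease equals reduced growth.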
# FBPA Giardia inh: qHTS Assay for Inhibitors of Fructose-1,6-bisphosphate Aldolase from Giardia Lamblia; hit rate 0.71% among 290,000; Potency, µM (doses to about 59.6 µM), for the others: top-dose activity, negative = inhibition, usual class: inhibitors; purified Giardia FBPA; A8B2U2; also: potency is read from the fitted curve at half-maximal effect; % is scaled to controls: 0 for no effect and ±100 for the full control effect; nearly all actives have a fitted effect of over 55% in size
# Target sequence (A8B2U2 whole entry, looked up): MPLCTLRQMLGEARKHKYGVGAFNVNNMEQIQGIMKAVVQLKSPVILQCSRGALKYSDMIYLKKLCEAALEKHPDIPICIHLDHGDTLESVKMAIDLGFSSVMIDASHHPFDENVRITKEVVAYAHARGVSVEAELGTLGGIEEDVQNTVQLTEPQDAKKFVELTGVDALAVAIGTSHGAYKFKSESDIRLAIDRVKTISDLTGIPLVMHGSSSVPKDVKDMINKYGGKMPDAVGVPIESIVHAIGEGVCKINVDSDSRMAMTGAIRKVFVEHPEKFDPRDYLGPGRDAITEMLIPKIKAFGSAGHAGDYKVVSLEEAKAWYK
#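 Giardia FBPA (40 nM reagent) was preincubated 10 min at RT with compound (up to 57.5 uM final), then substrate plus GAPDH/TPI/NAD/arsenate coupling system with diaphorase/resazurin was added; resorufin fluorescence (525/598 nm) was read after 20 min.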
# * marks the source's active call; other numbers are inactive results; ? = inconclusive; · = no result given; [ ] = another dose, or the depositor's remark. Unless noted, calls follow the shape of the dose curve; as a rule, active = well fitted curve in the direction sought with a large enough effect; inconclusive = small, poorly fitted or top-dose-only effect, or another doubt; inactive = no such curve, though single readings can be large; an effect the other way counts as inactive or inconclusive. Random draw from the library; overall some 24% were active at least once.
SMILES,Cycloheximide cs,Pf growth 48h,HCV inhibitor,Shiga inhibitor,Pf growth 96h,FBPA Giardia inh
Cc1ccc(C)c2[nH]c(=O)c(CCNC(=O)c3ccc4c(c3)OCO4)cc12,-2,4%,?,-9,?,-1%
COc1ccc(CN(CC2CCC(C(=O)O)CC2)C(=S)Nc2ccccc2C)cc1 (stereo unspecified),1,?,4%,-5,-29%,3%
CCOc1ccc(C(=O)OCC(=O)NC2CCCC2)cc1OCC,1,-1%,-14%,-5,3%,5%
CCOc1cc(NS(=O)(=O)c2ccc(OC)cc2)c(OCC)cc1NC(=O)c1ccco1,1,-3%,-5%,10,12%,?
Cc1noc(C)c1CSc1ccccc1C(=O)O,8,-4%,10%,-14,30%,-6%
CC(=O)Nc1ccc(S(=O)(=O)NCCc2cn3nc(C)c(C)nc3n2)cc1,16,-4%,13%,-1,21%,-6%
Cc1ccc(NC(=O)COC(=O)c2ccc(=O)n(Cc3ccccc3)n2)cc1F,·,-3%,12%,·,27%,·
COc1ccccc1N1CCN(CC(=O)Nc2c(C)n(C)n(-c3ccccc3)c2=O)CC1,-5,19%,21%,-16,18%,?
CN(Cc1ccccc1)C(=O)c1ccc(NC2=NC3CS(=O)(=O)CC3S2)cc1 (stereo unspecified),1,49%[activator],9%,-3,6%,-29%
Cc1cccc(N=Cc2cc3c(cc2[N+](=O)[O-])OCO3)c1,-2,34%[activator],-2%,-16,?,·
N#Cc1c(NC(=O)CSc2nc(N)cc(=O)[nH]2)sc2c1CCCC2,5,34%[activator],-21%,13,17%,0%
CCOC(=O)C1CCCN(CC(O)COc2ccccc2C(C)=O)C1 (stereo unspecified),-5,·,?,-7,19%,-13%
CC(=O)N1CCN(Cc2cc(=O)n3cc(Cl)c(C)c(Cl)c3n2)CC1,-3,-17%,?,-13,4%,-8%
C=CCNC(=O)/C(=C\c1ccc([N+](=O)[O-])cc1)NC(C)=O,-3,-4%,16%,-5,31%[activator],4%
Cc1ccc(OCC(=O)N2CCCCCCC2)cc1,16*,0%,6%,61,?,-7%
NC(=O)COC(=O)c1cccc(S(=O)(=O)N2CCCCC2)c1,-4,69%[activator],2%,5,15%,1%
O=C(OCc1cc(=O)n2ccsc2n1)c1ccc(O)cc1O,·,239%[activator],-6%,·,191%[activator],·
COc1cccc(C(O)c2cnc(C(C)C)n2C)c1 (stereo unspecified),-1,7%,14%,8,29%,-1%
O=C(Nc1sc2c(c1C(=O)O)CCCCC2)c1cccs1,66*,228%[activator],-8%,129*,403%[activator],-15%
CC1CC(C)CN(C(=O)C(C)N(C)CC(=O)Nc2ccccc2Cl)C1 (stereo unspecified),-2,-28%,0%,-20,-39%,4%
COc1ccc(CN(C(=O)CSc2nnc(-c3ccc(OC)c(OC)c3)o2)c2ccc(F)cc2)cc1,-1,9.3µM*,?,12,?,-10%
CCC(=O)Nc1ccc(-c2cc3ccccc3oc2=O)cc1,38*,44%[activator],22%,107*,16%,0%
COc1cccc(/C=N/NC(=O)CCn2nnc3ccccc32)c1,13,27%,?,8,17%,-3%
NC(=O)CC(NC(=O)c1ccc(Br)cc1)c1ccc(NC2CCCCCC2)c([N+](=O)[O-])c1 (stereo unspecified),12*,3%,-6%,16,10%,10%
CN(CC(=O)Nc1ccc(Cl)cc1)C(=O)c1ccc(S(=O)(=O)Nc2ccccc2)cc1,·,?,?,·,?,·
O=C(O)/C(=C\c1ccc(Br)cc1)NC(=O)c1cccs1,-3,33%[activator],?,12,30%[activator],1%
Cc1ccc(OCCC(=O)OCC(=O)NC(=O)c2ccccc2)cc1,·,0%,?,·,16%,·
COC(=O)[C@H](C)NC(=O)NCCC1=CCCCC1,-1,35%[activator],?,14,37%[activator],4%
O=C(NCCc1nc2ccccc2[nH]1)c1ccc(Br)o1,-1,10%,3%,-7,0%,5%
Cc1ccc2oc(=O)c3cnn(CC(=O)N4CCN(c5ccccc5)CC4)c3c2c1,-3,·,7%,2,?,0%

# Part of the list above in another layout:
SMILES	Cycloheximide cs	Pf growth 48h	HCV inhibitor	Shiga inhibitor	Pf growth 96h	FBPA Giardia inh
NC(=O)COC(=O)c1cccc(S(=O)(=O)N2CCCCC2)c1	-4	69%[activator]	2%	5	15%	1%
O=C(OCc1cc(=O)n2ccsc2n1)c1ccc(O)cc1O	·	239%[activator]	-6%	·	191%[activator]	·
COc1cccc(C(O)c2cnc(C(C)C)n2C)c1 (stereo unspecified)	-1	7%	14%	8	29%	-1%

# (cont.)
SMILES,Cycloheximide cs,Pf growth 48h,HCV inhibitor,Shiga inhibitor,Pf growth 96h,FBPA Giardia inh
CCOCCCNC(=O)CCNC(=O)c1cc(OC)c(OC)c(OC)c1,1,30%[activator],5%,-8,?,4%
Cc1ccc(C(=O)NCc2ccccn2)cc1Cl,25*,-15%,5%,36*,23%,6%
COc1ccccc1C(=O)Nc1ccc(S(=O)(=O)N2CCCCC2)cc1,-3,-17%,?,8,?,-6%
CCc1ccc(NC(=O)[C@H](C)NC(=O)C2CCN(C(=O)[C@@H](N)Cc3ccccc3)CC2)cc1,16*,26%,-3%,23*,61%[activator],?
S=C(NCCc1ccc(Cl)cc1)NC1CCCCC1,56*,-14%,-26%,103*,?,-21%
COC(=O)c1c(NC(=S)Nc2ccc(CC(=O)O)cc2)sc(C)c1C,-2,11%,?,-13,57%[activator],-11%
CCOc1ccc(N(CC(=O)OC)S(=O)(=O)c2c(C)noc2C)cc1,-7,·,13%,31,?,3%
CCc1ccc(/C=N/Nc2ncnc3nc[nH]c23)cc1,40*,-44%,10%,82*,-7%,-1%
CCC(CC)NC(=O)CO/N=C/c1ccccc1OC(F)F,-3,11%,8%,11,4%,1%
Cc1ccc(CNCc2ccc3c(c2)OCO3)c(C)c1,1,4%,1%,-8,-28%,-23%
CCC(C)(C(=O)NC1CCCCC1)N(C(=O)CNC(=O)c1ccccc1)c1c(C)n(C)n(-c2ccccc2)c1=O (stereo unspecified),-6,-11%,5%,-2,?,6%
Cn1cc(Cl)c(C(=O)OCC(=O)Nc2nc(-c3ccc(Br)cc3)cs2)n1,22*,162%[activator],-20%,65*,301%[activator],2%
c1cc2c(cc1C1CCCN1)OCCCO2 (stereo unspecified),-1,-10%,3%,10,?,1%
CCCCN(C)CCCNC(=O)CN1C(=O)CSc2ccc(S(=O)(=O)N3CCOCC3)cc21,1,11%,-10%,-1,16%,1%
CCOC(=O)c1sc(NC(=O)C(C)Sc2nc(N)cc(=O)[nH]2)nc1C (stereo unspecified),1,?,2%,-26,35%[activator],1%
Clc1ccc(-c2nc(NCCCN3CCOCC3)c3ccccc3n2)cc1,-3,?,-29%,-4,?,-3%
COc1ccccc1C(=O)NCC(=O)NC1CCCc2ccccc21 (stereo unspecified),8,21%,1%,-10,2%,10%
COc1ccccc1NC(=O)NC1CCS(=O)(=O)C1 (stereo unspecified),-3,39%[activator],1%,-8,56%[activator],3%
CCOC(=O)C(NCc1ccc2c(c1)OCO2)(NC(=O)c1ccccc1)C(F)(F)F (stereo unspecified),-2,15%,10%,-13,37%[activator],-1%
Cc1cc(C)c2sc(N(CCCN(C)C)C(=O)c3ccc(Br)s3)nc2c1,-3,?,13µM*,-12,?,-3%
CCN(CC)S(=O)(=O)c1ccc(N2CCN(CCOc3ccc(OC)cc3)CC2)nc1,-3,?,?,23,?,-1%
Cn1nc(-c2ccccc2)c(CN2CCN(c3ncccn3)CC2)c1Cl,2,?,-29%,2,?,-1%
O=C(Nc1ccc(-n2cnnn2)cc1)C1CCCCC1,13,·,13%,18,-1%,-11%
Cc1ccc(S(=O)(=O)N(C)c2ccc(OC(=O)CN3C(=O)NC4(CCCC4)C3=O)cc2)cc1,·,12%,17%[8.37 µM],·,?,·
O=C(N/C=C/c1ccccc1)c1ccccc1,·,?,-1%,·,-10%,·
COc1ccc(-c2nc(C#N)c(N3CCN(c4cccc(Cl)c4)CC3)o2)cc1OC,-3,15%,?,-17,·,5%
[N-]=C=C1C(=O)NC(=O)C([n+]2ccc(-c3ccncc3)cc2)C1c1ccccc1C(F)(F)F (stereo unspecified),1,-1%,-2%,3,5%,14µM*
CCOc1ccccc1NCc1cc(=O)oc2cc(C)c(O)cc12,11,?,1%,-2,?,6%
C=C(C(=O)Oc1ccccc1C(C)(C)C)c1ccccc1,·,?,?,·,?,·
O=C1N(c2ccccc2)C(c2ccc(Cl)cc2)N2CCCN12 (stereo unspecified),-3,?,7%,3,0%,2%

# Fetched one by one from above:
SMILES,Cycloheximide cs,Pf growth 48h,HCV inhibitor,Shiga inhibitor,Pf growth 96h,FBPA Giardia inh
Clc1ccc(-c2nc(NCCCN3CCOCC3)c3ccccc3n2)cc1,-3,?,-29%,-4,?,-3%
[N-]=C=C1C(=O)NC(=O)C([n+]2ccc(-c3ccncc3)cc2)C1c1ccccc1C(F)(F)F (stereo unspecified),1,-1%,-2%,3,5%,14µM*
COc1ccccc1C(=O)NCC(=O)NC1CCCc2ccccc21 (stereo unspecified),8,21%,1%,-10,2%,10%

# Next entries
SMILES,Cycloheximide cs,Pf growth 48h,HCV inhibitor,Shiga inhibitor,Pf growth 96h,FBPA Giardia inh
O=C(CNC(=O)c1cccs1)OCc1ccc(Cl)cc1,-3,30%[activator],12%,-3,2%,-3%
CCn1c(SCC(=O)Nc2ccc(F)cc2F)nc2c(c1=O)SCC2,8,1%,·,-31,-3%,·
CCOC(=O)c1ccc(NC(=O)C2CCC(CNc3c(N4CCOCC4)c(=O)c3=O)CC2)cc1 (stereo unspecified),1,?,-3%,-12,?,-3%
CC(=O)Nc1cccc(C(=O)/C=C/c2cccs2)c1,54*,-19%,-6%,82*,?,-3%
N#Cc1c(-c2ccc(Cl)cc2)cc(-c2ccccc2)nc1SCC(=O)O,-1,21%,14%,-6,?,11%
CCOc1ccccc1NC(=O)Cc1ccccc1OC,-2,?,?,-9,6%,-11%
Cc1cc(C)n2nnnc2c1C#N,7,18%,2%,-2,13µM*,2%
Cc1ccc(CNC(=O)C(=O)NCC2CCCN2S(=O)(=O)c2cccs2)cc1 (stereo unspecified),·,?,-10%,·,?,·
Cc1nc2c(C(=O)NCCC3=CCCCC3)c[nH]n2c(=O)c1Cl,-3,68%[activator],·,-5,63%[activator],-23%
CCOC(=O)Cn1c(=O)oc2cc(S(=O)(=O)N(CCN(C)C)Cc3ccccc3)ccc21,-2,-23%,5%,10,-15%,1%
O=C(O)C1C2CCC(O2)C1C(=O)NCCC1=CCCCC1 (stereo unspecified),5,-67%,13%,11,?,-3%
CC(OC(=O)CCCc1nc2ccccc2s1)C(N)=O (stereo unspecified),13,37%[activator],1%,31,·,-2%
Cc1cc(NC(=O)C2C3C(=O)N(CC4CCCO4)C(C(=O)NC(C)(C)C)C34C=CC2(C)O4)no1 (stereo unspecified),-1,7%,9%,-4,?,1%
Cc1ccccc1CNS(=O)(=O)c1ccc2c(c1)OCCO2,4,-20%,-2%,1,·,-2%
Clc1ccc(-n2nnnc2-c2cnc3ccc(Cl)cc3c2-c2ccccc2)cc1,3,13µM*,?,-5,12µM*,-3%
COc1ccc(N2C(=O)C(Cl)=C(N(CCO)Cc3ccccc3)C2=O)cc1,8,1%,23%,10,·,9%
O=S(=O)(c1cc(Cl)ccc1Cl)N1CCC2(CC1)OCCO2,1,2%,3%,-27,40%[activator],·
Cc1ccc(S(=O)(=O)N2C(=O)C(C)SC2=Nc2ccccc2)cc1 (stereo unspecified),-1,8%,23%,0,0%,5%
